RXFP1 agonist = agonists of human relaxin receptor RXFP1 | Q9HBX9 | HEK293T-RXFP1 cAMP TR-FRET, 30 min; response scale: percent of porcine relaxin response, buffer zero | Potency, µM (doses to about 57.5 µM), for the others: top-dose activation, actives largely listed as activators | 370,000 compounds, 0.3% hits; further: potency means the concentration at half of the fitted maximal effect; on the % scale 0 is the no-effect control and ±100 the full control effect; nearly all actives have a fitted effect of over 60% in size; many of its hits are not listed in these tables
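HEK293 cells stably expressing RXFP1, treated 30 min at 37C with compounds plus PDE4 inhibitor Ro 20174; cAMP measured by HTRF TR-FRET. Normalized to buffer and 29 nM porcine relaxin; EC50 by Hill fit.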
USP1 inh = USP1/UAF1 (human) deubiquitinase inhibition | AID 743255 | Potency, µM (titrated, usually from 57.1 µM), inactives show at the top dose activity change, negative = inhibition, actives largely listed as inhibitors | 390,000 compounds, 0.23% hits | recombinant USP1/UAF1, Ub-Rhodamine cleavage fluorescence; further: potency means the concentration at half of the fitted maximal effect; on the % scale 0 is the no-effect control and ±100 the full control effect; nearly all actives have a fitted effect of over 60% in size; inactives centre near -12
Target sequence (O94782 whole entry, looked up): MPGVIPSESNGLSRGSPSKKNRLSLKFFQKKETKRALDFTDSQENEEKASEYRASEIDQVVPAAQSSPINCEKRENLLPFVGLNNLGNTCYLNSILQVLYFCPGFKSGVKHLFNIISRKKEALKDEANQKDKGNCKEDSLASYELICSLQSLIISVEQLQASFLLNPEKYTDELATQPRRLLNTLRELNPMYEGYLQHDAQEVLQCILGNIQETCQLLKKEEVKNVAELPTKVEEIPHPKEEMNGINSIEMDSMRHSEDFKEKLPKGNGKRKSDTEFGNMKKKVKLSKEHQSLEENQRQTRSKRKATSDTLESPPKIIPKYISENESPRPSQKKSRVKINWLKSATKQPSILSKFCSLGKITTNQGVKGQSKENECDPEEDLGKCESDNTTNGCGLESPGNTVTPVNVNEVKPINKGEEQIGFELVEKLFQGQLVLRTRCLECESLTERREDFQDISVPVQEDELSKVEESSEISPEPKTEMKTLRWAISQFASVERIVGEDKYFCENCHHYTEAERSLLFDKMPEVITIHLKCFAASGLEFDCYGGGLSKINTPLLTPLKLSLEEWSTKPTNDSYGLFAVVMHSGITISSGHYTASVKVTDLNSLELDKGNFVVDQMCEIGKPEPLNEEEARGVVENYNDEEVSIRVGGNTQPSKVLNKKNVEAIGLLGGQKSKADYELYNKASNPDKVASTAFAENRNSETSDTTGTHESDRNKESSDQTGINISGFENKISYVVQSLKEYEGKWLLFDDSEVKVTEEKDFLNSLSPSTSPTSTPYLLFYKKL
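In this screen, compounds sit with the deubiquitinase complex (1nM) for 15 min at room temperature before Ub-Rho is added at 150nM final. Fluorescence rise is then followed for 6 reads every 60 seconds.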
PI4K2A inh = inhibitors of human PI4K2A | Q9BTU6 | purified PI4K2A, ADP-Glo luminescence, 1 h; hits give low values | activity change, negative = inhibition, % at 76.9 µM | 420,000 compounds, 0.13% hits; in the data active means activity change below about -50%; inconclusive means mostly about -30% to -49%;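 further: -100% = wells without enzyme as full effect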
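PI4K2A activity was measured by ADP-Glo luminescence: enzyme (4 ug/mL stock) and phosphatidylinositol (1.2 mM stock) in Tris pH 7.5/MgCl2/EGTA/Triton X-100 buffer were reacted with ATP (300 microM stock) for one hour at ambient temperature.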
IDH1 R132H inh = human IDH1 R132H inhibition | IDH1-R132H enzyme, NADPH consumption, diaphorase/resazurin fluorescence | O75874 | Potency, µM (highest dose often 76.6 µM), for inactives: at the top dose activity change, negative = inhibition, usual class: inhibitors | 390,000 compounds, 0.093% hits; further: potency means the concentration at half of the fitted maximal effect; on the % scale 0 is the no-effect control and ±100 the full control effect; nearly all actives have a fitted effect of over 65% in size
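IDH1-R132H (0.5 ug/mL dispensed) in pH 7.5 Tris buffer was preincubated 30 min with compound, then given a substrate mix of 0.016 mM NADPH and 2 mM alpha-KG for 80 min at room temperature; remaining NADPH was read by diaphorase/resazurin fluorescence.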
GRP78 ERSR act = ER stress response induction in glioma | AID 602332 | U87-MG GRP78 promoter luciferase reporter, 16 h | 420,000 compounds, 0.02% hits | Potency, µM, inactives show top-dose activation, usual class: activators; further: potency means the concentration at half of the fitted maximal effect; series mostly up to about 76 µM; % of control where 0% means no effect; nearly all actives have a fitted effect of over 35% in size
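ERSR induction read as luciferase luminescence (Bright-Glo, 10 min at room temperature) in stably transfected human U87-MG glioma cells exposed to compounds for 16 h, using GRP78 as sensor.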
Vif-A3F inh = inhibitors of Vif-A3F interaction; HeLa A3F-eYFP + Vif (tagged APOBEC3F with the HIV-1 protein that degrades it), YFP fluorescence increase; Potency, µM (titrated, usually from 46.1 µM), for the others: top-dose activity, negative = active; 390,000 compounds, 0.2% hits; further: potency means the concentration at half of the fitted maximal effect; % of control where 0% means no effect; nearly all actives have a fitted effect of over 65% in size
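HeLa cells stably expressing Vif plus C-terminally eYFP-tagged A3F were seeded, incubated overnight at 37 deg C, dosed with compound, incubated overnight again at 37 deg C. Yellow fluorescence (Ex 488/Em 500-530) reported blocked Vif-mediated A3F-eYFP degradation.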
LDHA block = blocks human lactate dehydrogenase A | purified LDHA, NADH/diaphorase-resazurin fluorescence; hits give low values | AID 1347041 | 480,000 compounds, 0.15% hits | activity change, % (values are at about 110 or 230 µM) | P00338; in the data active means activity change below about -30%; inconclusive means mostly about -25% to -30%;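 further: plate controls were DMSO wells for no effect and wells without enzyme for full effect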
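Human LDH5 (2 nM) was incubated with 0.06 mM NADH and 0.2 mM pyruvate for 5 min at room temperature in Tris pH 7.4. Remaining NADH was coupled through diaphorase/resazurin, and resorufin fluorescence was read at 0 and 20 min.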
TrxR1 substrate = is turned over as a substrate by rat TrxR1. purified TrxR1 substrate turnover, NADPH consumption readout. Potency, µM (highest dose often 114 µM), for inactives: at the highest dose activity change, negative = substrate turnover. 390,000 compounds, 0.01% hits. AID 588456; further: potency means the concentration at half of the fitted maximal effect; on the % scale 0 is the no-effect control and ±100 the full control effect; nearly all actives have a fitted effect of over 50% in size
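Rat TrxR1, dispensed at 90 nM, was prereduced with 400 uM NADPH (final) for 5 min at ~22 deg C, then incubated with compound 15 min before 400 uM selenite. A first-read NADPH fluorescence drop versus no-compound background flagged substrates.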
Vif-APOBEC3G blk = inhibitors of Vif-APOBEC3G interaction; HeLa A3G-eYFP + Vif (tagged APOBEC3G with the HIV-1 protein that degrades it), YFP fluorescence, overnight; 410,000 compounds, 0.076% hits; Potency, µM (highest dose often 46.1 µM), for inactives: at the highest dose activity, negative = active, hits mostly inhibitors; AID 602310;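 further: potency means the concentration at half of the fitted maximal effect; on the % scale 0 is the no-effect control and ±100 the full control effect; nearly all actives have a fitted effect of over 60% in size; hits raise eYFP signal because A3G escapes Vif-driven loss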
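HeLa cells stably expressing Vif and C-terminally eYFP-tagged A3G, seeded overnight at 37 deg C, then exposed to compound by pintool overnight at 37 deg C. Rise in yellow fluorescence (Ex 488/Em 500-530, Acumen) marks blocked Vif-driven A3G degradation.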
An asterisk follows results filed as active; ? = inconclusive; . = not tested or not shown; & = joins results of further samples; [ ] = another dose, or the depositor's remark. Unless noted, the call rests on the fitted dose curve; in most records, active means well fitted curve in the direction sought with a large enough effect; inconclusive means small, poorly fitted or top-dose-only effect, or another doubt; inactive means no such curve, though single readings can be large; an effect the other way counts as inactive or inconclusive. Some of the compounds tested; rates above refer to the full screens.

SMILES | RXFP1 agonist | USP1 inh | PI4K2A inh | IDH1 R132H inh | GRP78 ERSR act | Vif-A3F inh | LDHA block | TrxR1 substrate | Vif-APOBEC3G blk
CCCc1nc2oc3c(Cl)ncnc3c2c2c1CCCC2 | -1.2% | -13% | -1 | 15% | 2% | 0% | -3 | -7%[57.1 µM] | 2%
OC[C@@H](O)C1OC2NC(=S)OC2C1O (stereo partly drawn) | 3.5% | -16% | 0 | 1% | -1% | 14% | -1 | 4% | 0%
COCC(=O)N1CCC(Oc2ccc(C(=O)N(C)Cc3nccs3)cc2)CC1 | -0.1% | -15% | 2 | 7% | 0% | 1% | -4 | -8% | 0%
CCOC(=O)c1cc(-c2ccc(F)cc2)n(CCC(=O)Nc2nc3cc(C)c(C)cc3s2)c1C | 1.5% | -10% | 0 | -5% | 1% | -3% | -4 | 2%[57.1 µM] | 2%
O=C(N/N=C/c1ccc(Cl)cc1Cl)c1ccc(-n2cnnn2)cc1 | 0.3% | -26% | -3 | 6% | 0% | -5% | -9 | 5% | 2%
O=C(c1ccc(COc2ccccc2[N+](=O)[O-])o1)N1CCCCCC1 | 2.5% | 0% | 0 | 1% | 11% | 6% | -5 | -8% | -1%
CCC(=O)N1CCc2cc(S(=O)(=O)CCC(=O)NCc3ccc(F)cc3)ccc21 | -2.7% | -5% | -7 | -3% | -1% | -10% | -7 | -1% | -25%
O=C(CCN1CCN(Cc2ccccc2)CC1)NNC(=O)c1cc2ccccc2o1 | . | -21% | -3 | 0% | 2% | 0% | -3 | 3% | 4%
Cc1c(N)cc(S(=O)(=O)O)cc1NC(=O)c1cccc([N+](=O)[O-])c1 | . | -12% | -4 | -1% | -2% | 1% | 11 | -17% | 0%
CC(C)Oc1ccc(CNC(=O)Cc2ccc(NC(=O)N3CCSc4ncccc43)cc2)cc1 | 0.4% | -6% | 1 | 9% | -4% | 1% | 0 | 1% | -12%
COc1ccc(CC(N)c2csc(Nc3ccc(C(C)=O)cc3)n2)cc1 (stereo not drawn) | . | . | -2 | . | -3% | . | -3 | . | 3%
CC(=O)N1CCc2cc(C(=O)CN3CCC(C)CC3)ccc21 | 3.2% | -19% | -3 | 14% | -2% | -3% | 3 | -6%[57.1 µM] | 4%
FC(F)(F)c1ccccc1Cc1c(C2CCCCC2)nc2ccc(Cl)cn12 | . | . | -9 | . | -1% | . | -1 | . | -13%
COc1ccc(OC2C(=O)N(Cc3ccc4c(c3)OCO4)C2c2sccc2C)cc1 (stereo not drawn) | 2.8% | -14% | -6 | 7% | 4% | 0% | -4 | 6%[57.1 µM] | 0%
CC(=O)Nc1cccc(-c2csc(Nc3ccc(C)cn3)n2)c1 | -0.6% | -2% | -4 | -3% | -10% | -8% | -3 | -6% | -1%
Cc1ccc(NC(=O)c2ccccc2F)nc1 | 6.0% | -10% | -4 | 7% | -5% | -4% | -6 | 88%[activator] | -6%
CC1CCC/C(=N\NC(=S)Nc2ccccc2)C1 (stereo not drawn) | -0.4% | -25% | 0 | 0% | 6% | -10% | -1 | 3% | 0%
COc1ccc(OC)c(-c2csc(N(CC3CCCO3)C(=O)C3CCCCC3)n2)c1 (stereo not drawn) | 0.9% | -22% | 4 | 7% | -1% | -5% | -1 | -6% | 0%
O=C(NCCC1=CCCCC1)C1CCCN(S(=O)(=O)c2ccccc2)C1 (stereo not drawn) | 0.1% | -1% | -5 | 0% | -2% | -15% | -4 | -8% | 3%
CCCn1cc(S(=O)(=O)c2ccccc2)c(=O)c2cc(F)c(N3CCCCCC3)cc21 | 5.4% | -7% | -2 | -22% | -4% | 1% | 1 | 51%[activator] | 0%
COc1ccc(N2CCN(C(=O)c3cc(S(=O)(=O)N4CCCCCC4)ccc3OC)CC2)cc1 | -0.5% | -23% | 0 | 5% | 0% | 1% | 3 | -7% | 1%
CCOC(=O)C1(C)CCCN1C(=O)c1ccc2ccccc2c1 (stereo not drawn) | . | . | -3 | . | -1% | . | -9 | . | 0%
c1ccc(C2CC(c3cccs3)n3nnnc3N2)cc1 (stereo not drawn) | -0.5% | -16% | 3 | 6% | -5% | 7% | -3 | 6%[57.1 µM] | 1%
Cc1ccccc1C1=N/C(=C/c2cccs2)C(=O)O1 | 1.1% | -22% | 7 | 1% | 1% | 2% | -4 | -4% | 3%
N#Cc1c2nc3ccccc3nc2n2cc(NC(=O)c3ccc(F)cc3)ccc12 | -3.4% | ? | -15 | 14% | -2% | -22% | 5 | 9% | -9%

Continued:
SMILES | RXFP1 agonist | USP1 inh | PI4K2A inh | IDH1 R132H inh | GRP78 ERSR act | Vif-A3F inh | LDHA block | TrxR1 substrate | Vif-APOBEC3G blk
CCCC(=O)Nc1ccc2c(c1)nc(CCNC(=O)c1ccco1)n2C | -0.9% | -12% | -3 | 2% | -7% | ? | -2 | 2% | -9%
O=C(COC(=O)Cc1ccc(S(=O)(=O)N2CCOCC2)s1)Nc1ccc(F)cc1F | . | -20% | -1 | 7% | -6% | -15% | -4 | -1% | -2%
C[C@@]12C(=O)N(c3ccccc3)C(=O)N1[C@@H]1c3ccccc3OC[C@@H]1[C@H]2c1ccccc1 | . | -27% | -2 | -6% | -2% | 2% | -3 | 1% | 0%
COc1ccc(C2C(C)C(=O)C(C)C(c3ccc(OC)cc3)N2N=O)cc1 (stereo not drawn) | . | -8% | 5 | 10% | -4% | -18% | -7 | -16% | -1%
COc1ccc(NS(=O)(=O)c2ccc3c(c2)Cc2ccccc2-3)cn1 | 1.4% | -19% | -5 | 11% | -1% | -8% | -6 | -3% | -16%
CCOC(=O)c1cccc(NC(=O)/C=C/c2ccc([N+](=O)[O-])cc2)c1 | 0.5% | -15% | -2 | 3% | -5% | -4% | -2 | -8% | 4%
CCCCN(CC)CCCNC(=O)C1CCN(c2ncnc3c2sc2cccc(F)c23)CC1 | ? | -8% | -8 | 5% | -9% | -2% | -4 | 3%[57.1 µM] | 1%
CC(Sc1nc2c(c(=O)[nH]1)CCCC2)C(=O)Nc1cc(C(F)(F)F)ccc1Cl (stereo not drawn) | -0.6% | -18% | 4 | . | . | . | -8 | 0% | .
CN1CCN(c2ccc(NC(=S)NC(=O)c3cccc4c(Br)cccc34)cc2)CC1 | 7.7% | -19% | 0 | 1% | -4% | -10% | -2 | 0% | -1%
O=C(NCc1ccc(Cl)cc1)c1ccc(Cl)cc1[N+](=O)[O-] | 0.2% | -1% | 0 | -6% | -7% | -8% | -7 | 11%[57.1 µM] | -4%
CC(=O)[C@@]1(O)[C@H](C)CC2C3CC=C4CC(OP(=O)(O)O)CC[C@]4(C)C3CC[C@@]21C (stereo partly drawn) | 2.7% | -21% | 3 | 1% | -3% | -10% | -1 | -1% | 0%
CCCCCCc1ccc(N2C[C@H](Cc3ccccc3)[C@@H](CC(=O)NCc3ccc(OC)cc3)C2=O)cc1 | -0.2% | -2% | -3 | 10% | -4%&-1% | -9% | 0 | 2%&3% | 4%&4%
CCc1ccc(-c2nn(-c3cc(Cl)ccc3[N+](=O)[O-])c(=O)c3ccccc23)cc1 | 2.9% | -18% | -2 | -3% | -2% | 0% | -2 | 5%[57.1 µM] | 0%
CN(C)C(=O)C1C2NC(=S)N(c3ccc(Cl)cc3)C1(C)Oc1ccc(Cl)cc12 (stereo not drawn) | -2.8% | -23% | -19 | 0% | -6% | ? | 0 | -11% | 1%
CC1(C(=O)NCCc2c[nH]c3ccccc23)CCN1Cc1ccccc1OC(F)F (stereo not drawn) | . | . | 6 | . | -4% | . | 3 | . | -2%
Cc1cccc(NC(=O)c2cc(=O)c3ccccc3o2)n1 | 2.2% | -4% | 3 | 14% | 9% | 3% | -13 | -8% | -1%
COc1ccccc1CCNC(=O)c1ccc(NC(=O)CC2SC(N3CCCC3)=NC2=O)cc1 (stereo not drawn) | 2.0% | -6% | 3 | 6% | -3% | 8% | -5&6 | -8% | 1%
O=C(O)Cc1nc2nc3c(c(=O)n2[nH]1)CCCC3 | -1.1% | 1% | -3 | -1% | -4% | -5% | 6 | 8%[57.1 µM] | -4%
O=C(CCCN1C(=O)/C(=C\c2cccc(Br)c2)SC1=S)Nc1cccnc1 | -0.8% | -2% | 18 | -2% | -5% | 4% | -5 | 3%[57.1 µM] | -6%
CCc1cccc(CC)c1NC(=O)C(CC)Sc1nc2ccsc2c(=O)n1CCC(=O)O (stereo not drawn) | . | -26% | 0 | -3% | -4% | -13% | -2 | . | 0%
O=C(CNC(=O)C12CC3CC(CC(C3)C1)C2)N1CCCC(C(F)(F)F)C1 (stereo not drawn) | . | ? | 3 | -15% | -2% | -1% | -6 | . | -5%
O=C(Nc1ccc(Cl)cc1)c1ccc2oc(=O)n(Cc3ccccc3)c2c1 | 1.3% | -17% | -2 | 1% | 1% | 6% | 2 | -1%[57.1 µM] | 2%
COc1cc(/C=C2\SC(=Nc3ccccc3OC)NC2=O)ccc1O | -0.8% | -25% | -5 | 2% | 15% | ? | -1 | -14% | ?

High-throughput results (PubChem BioAssay)
